# Shn3 3UTR inh: Schnurri-3 reporter inhibition in Clone20 osteoblasts. Clone20 osteoblast Shn3 3'UTR firefly luciferase, 24 h. inhibition, % at 12.5 µM. 360,000 compounds, 0.52% hits;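 active means mean inhibition of at least 75% with every replicate also reaching 75%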;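 further: 0% = median of neutral control wells and 100% = pilot-screen positive control compound; some compounds past the cut are filed as inactive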
# KKLEB tox: CF airway cell cytotoxicity counter-screen; activity change (cytotoxicity), % at 5 µM; AID 602141; 360,000 compounds, 0.36% hits; KKLEB CF airway cells viability, ATPlite luminescence, overnight; stronger effect = lower value; cells stimulated with P. aeruginosa culture filtrate;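 active means corrected activity change at or below -50% at 5 µM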
# HIF-2a inh: blocks HIF-2a reporter activity; 786-0 RCC cells HIF-2a reporter, luciferase luminescence, overnight; inhibition, % at 18.8 µM; 360,000 compounds, 0.72% hits;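 active means inhibition of the luminescence signal of 40% or more relative to plate controls, in a single-dose primary screen at 18.75 µM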
# MITF TRPM1 inh: inhibitors of MITF-driven TRPM1 promoter in melanoma cells; SK-MEL-5 TRPM1 promoter luciferase, 24 h; inhibition, % at 12.5 µM; 330,000 compounds, 0.83% hits;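 active means mean inhibition across replicates of 60% or more, whatever share of single replicates reaches that level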; further: values of inactives mirror those of a sister screen read the other way
# iPSC survival up: increases survival of single human iPS cells. hiPSC single-cell survival, ATPlite luminescence; 100% = ROCK inhibitor wells, 0% = DMSO. survival enhancement, % at 20 µM. 360,000 compounds, 0.044% hits; in the data active means survival enhancement above about 18%;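 further: cells exposed to compounds for 16 hours before the ATP read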
# Peg3 promoter: Peg3 promoter activity inhibition; HeLa PEG-Prom luciferase reporter, luminescence, overnight; inhibition, % at 20 µM; 360,000 compounds, 1.7% hits;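 active means inhibition of at least 50% at 20 µM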
# CF NFkB inh: cystic fibrosis NF-kB activation inhibition. KKLEB NF-kB-GFP reporter, PAF-induced, GFP fluorescence overnight. inhibition, % at 5 µM. 360,000 compounds, 0.86% hits. AID 588850;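 active means at least 50% inhibition at 5 µM, scaled per plate between neutral and stimulator controls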;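 further: PAF is a Pseudomonas aeruginosa culture filtrate used as stimulus; plate controls were PAF-stimulated DMSO wells for no effect and unstimulated DMSO wells for full effect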
# LMP1 NFkB inh: inhibitors of Epstein-Barr LMP1-induced NF-kappaB reporter; LMP1-induced NF-kappaB luciferase reporter cells, luminescence; inhibition, % at 12.5 µM; 350,000 compounds, 0.69% hits; AID 504558; in the data active means inhibition above about 41%;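 further: 0% = neutral control wells and 100% = reference inhibitor control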
# TRAIL sens C8: caspase-8 TRAIL sensitization; NB7+C8 cells + TRAIL, ATPlite viability luminescence; inhibition (viability loss, TRAIL sensitization), % at 10 µM; 360,000 compounds, 1% hits;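 active means compounds causing at least 50% loss of cell viability in the single-dose screen, relative to plate controls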
# NR2E3 ag-1: activates human NR2E3 receptor | AID 602229 | Q9Y5X4 | inhibition of corepressor binding, % at 3.98 µM | 360,000 compounds, 0.35% hits | CHO-S Gal4-NCOR/VP16-NR2E3 two-hybrid, luciferase;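 active means inhibition above the mean of all tested compounds plus 3 SD, cut at about 70% in these data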;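 further: 0% = DMSO with NR2E3 transfected cells and 100% = cells lacking NR2E3 construct; higher means lower luciferase signal from less NR2E3 corepressor binding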
# Target sequence (Q9Y5X4 whole entry, looked up, the tested form may be a part): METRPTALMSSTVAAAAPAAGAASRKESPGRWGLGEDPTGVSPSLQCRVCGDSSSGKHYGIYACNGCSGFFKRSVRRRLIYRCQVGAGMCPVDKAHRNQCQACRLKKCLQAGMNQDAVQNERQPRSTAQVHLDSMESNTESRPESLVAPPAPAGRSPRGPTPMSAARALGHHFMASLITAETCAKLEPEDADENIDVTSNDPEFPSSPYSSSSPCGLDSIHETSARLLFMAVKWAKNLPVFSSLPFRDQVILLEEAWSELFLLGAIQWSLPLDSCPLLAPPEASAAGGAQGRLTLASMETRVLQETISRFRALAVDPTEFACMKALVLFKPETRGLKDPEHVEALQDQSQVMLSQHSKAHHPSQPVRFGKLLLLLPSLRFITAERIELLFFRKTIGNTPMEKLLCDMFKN
# NR2E3 ag-2: activates human photoreceptor nuclear receptor NR2E3 | Q9Y5X4 | GST-NR2E3/biotin-RetCOR TR-FRET, 1536-well | inhibition of corepressor binding, % at 4.78 µM | 320,000 compounds, 0.12% hits | AID 2300;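 active means percent inhibition above the cutoff of mean plus 3 SD of all tested compounds, set per screening campaign, cut at about 20% in these data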;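 further: 0% = DMSO wells and 100% = biotin wells as full block of FRET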
#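 System: GST-NR2E3 and biotin-RetCOR proteins; probe or stimulus: 7 nM biotin-RetCOR; doses: compound at 4.8 µM, single dose; schedule: Compound–protein incubation for 5 h at 4 °C; detection: time-resolved FRET; read-out: percent inhibition; controls: biotin wells as high control, 0.6% DMSO wells as low control; format: 1536-well plates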
# * = called active by the depositor; nt = not tested or not shown.
# Values run as follows: Shn3 3UTR inh	KKLEB tox	HIF-2a inh	MITF TRPM1 inh	iPSC survival up	Peg3 promoter	CF NFkB inh	LMP1 NFkB inh	TRAIL sens C8	NR2E3 ag-1	NR2E3 ag-2
1	CCCn1ncc(CN2CCN(Cc3ccsc3)C(CCO)C2)c1C (stereo unspecified)
 : -23.4	-3.9	10.8	-1.2	0.2	18.7	-1.3	3.3	13.9	-7.2	-2.0
2	O=C(c1noc2c1CSc1ccccc1-2)N1CCN(c2ccc(Cl)cc2)CC1
 : -3.2	-10.6	-9.8	8.5	-0.6	-0.2	29.8	68.3*	-9.4	-20.6	1.8
3	CSCC[C@H](NC(=O)OC(C)(C)C)C(=O)N1CCC(C(=O)NCC(=O)Nc2ccc(C)cc2)CC1
 : 12.7	4.1	3.9	-7.1	2.2	0.9	-7.5	-9.9	8.0	5.6	2.9
4	Cn1c(=O)c(C(=O)COc2ccc(C#N)cc2)c(N)n(Cc2ccccc2)c1=O
 : 25.8	-11.2	30.3	0.7	1.1	43.7	-8.0	-2.1	-11.6	0.1	-0.9
5	CCN(CCNC(=O)C1CCN(S(C)(=O)=O)CC1)c1ccccc1
 : 9.7	-2.4	6.6	4.3	-0.9	13.2	17.6	-17.2	-17.8	-35.0	2.1
6	Cc1ccc(N2CCN(C(=O)N3CCCC3)CC2)cc1C
 : 2.9	-1.0	-11.1	-0.1	-1.9	16.3	8.3	-3.2	-10.5	10.3	0.7
7	C=CCSc1nc(=O)n2cccc(C)c2n1
 : -1.2	0.9	14.0	-14.3	-0.3	-16.1	-4.4	4.3	5.1	0.3	0.4
8	FC(F)(F)c1nc(Sc2ncccc2C(F)(F)F)n[nH]1
 : -1.9	-0.5	6.7	-10.2	-0.4	7.7	-8.1	-4.2	-9.6	-15.8	1.9
9	COc1cccc(NC=C2C(=O)OC(C)(C)OC2=O)c1
 : -1.9	7.8	6.2	1.7	2.9	1.0	-0.4	-3.6	-14.1	-19.7	-6.6
10	CCOCc1nnc(NC(=O)c2cccc(OC)c2)s1
 : -13.9	-0.5	-81.6	-16.8	-1.4	-54.7	13.0	-10.2	4.9	-31.1	5.1
11	CCOC(=O)N/N=C/c1ccc(OCCSc2ccc(Cl)cc2)c(OC)c1
 : 25.9	15.8	19.5	-12.1	2.3	3.5	-40.6	-1.1	0.5	-8.5	-0.9
12	Cc1ccccc1-c1cnc(C(O)c2ccc(-c3ccccc3)cc2)[nH]1 (stereo unspecified)
 : 7.6	-11.1	-9.9	nt	2.5	33.5	10.0	nt	6.0	-0.6	nt
13	O=C(c1cc(COc2ccc(F)cc2Cl)on1)N1CCCCCCC1
 : -0.5	-5.1	-115.6	-26.9	0.1	-53.2	19.9	-7.4	11.1	-41.7	0.3
14	CS(=O)(=O)N1CCN(c2ccccc2NC(=O)c2cc(Br)ccc2Cl)CC1
 : 14.7	6.9	5.8	10.2	0.6	4.6	-15.4	-1.6	5.1	-38.4	0.4
15	c1ccc2c(c1)Sc1cnccc1N2CC1CO1 (stereo unspecified)
 : -2.4	-2.4	4.3	nt	-1.7	30.8	28.0	1.3	-14.9	-8.3	nt
16	COc1cc(NC(=O)c2ccc(Cl)cc2)c(OC)cc1NC(=O)CN1CCCCC1
 : -27.0	1.9	-74.3	-23.9	0.3	-94.5	7.0	-1.7	18.3	-28.3	0.8
17	CSc1ccccc1NC(=O)C(C)N1C(=O)c2ccccc2S1(=O)=O (stereo unspecified)
 : -4.4	-12.2	1.4	0.0	1.2	20.4	23.1	0.3	-0.6	4.5	2.1
18	Cc1ccc(S(=O)(=O)/N=C(\c2ccccc2)N(C)S(=O)(=O)c2ccc(C)cc2)cc1
 : 3.6	10.4	8.1	4.9	-1.4	29.3	-3.2	5.1	3.9	-11.0	2.2
19	COc1ccc(S(=O)(=O)N2CCCCCC2)cc1NC(=O)CC1OC(=O)c2ccccc21 (stereo unspecified)
 : -3.7	3.7	11.6	-2.3	0.7	2.9	-20.1	-15.0	-8.1	4.4	0.4
20	CC1(C)OC(=O)C(=CNc2cccc(C(=O)O)c2)C(=O)O1
 : 10.3	1.3	-3.0	-1.4	0.0	-6.5	-9.6	0.4	-0.1	16.6	-0.3

# (listing goes on)
# Values run as follows: Shn3 3UTR inh	KKLEB tox	HIF-2a inh	MITF TRPM1 inh	iPSC survival up	Peg3 promoter	CF NFkB inh	LMP1 NFkB inh	TRAIL sens C8	NR2E3 ag-1	NR2E3 ag-2
21	CN1CCN(C(=O)c2ccc(CSc3nc4ccncc4n3Cc3ccc(F)cc3)cc2)CC1
 : 0.8	-1.2	2.9	nt	1.2	3.4	-17.4	6.7	6.5	-19.7	4.3
22	Cc1c(Cc2ccccc2)c(=O)oc2cc(OCC(=O)N3CCC(C(=O)O)CC3)ccc12
 : -9.2	4.8	1.6	5.4	1.5	-2.7	-2.3	-8.3	1.0	-5.7	-2.5
23	CN(CC(=O)Nc1c(Cl)cccc1Cl)C(=O)CNC(=O)c1sc2ccccc2c1Cl
 : -7.4	-10.4	-26.4	nt	-0.2	-19.5	14.3	-3.6	-1.8	10.1	nt
24	CC(C)(C)c1ccc(C(=O)N2CCC2(C)C(=O)NCc2cccs2)cc1 (stereo unspecified)
 : 8.8	-3.3	18.5	nt	-0.9	11.0	-46.6	nt	9.8	-5.9	nt
25	O=C(O)COCC(=O)N1CCN(c2cc(C(F)(F)F)nc3ccccc23)CC1
 : 4.1	-1.1	-5.8	-3.3	1.0	1.9	16.9	0.7	-5.0	-22.5	-0.7
26	COC(=O)c1cc2sc(Cl)cc2n1CC(=O)N1CCCc2ccccc21
 : 4.9	-7.5	0.8	7.8	-0.1	26.8	-6.1	-10.5	25.5	17.3	1.6
27	CCOc1cc(/C=N/n2cnnc2)ccc1OS(=O)(=O)c1ccc(C)cc1
 : 0.9	6.7	9.8	-10.4	6.8	8.4	2.7	0.7	-9.8	14.0	1.0
28	COc1ccccc1C=C1SC(=S)NC1=O
 : 0.3	3.6	-46.5	6.5	3.6	-26.3	-4.4	5.5	-12.6	22.2	nt
29	CC(C)c1ccc(NC(=O)c2cnn(-c3ccccc3)c2NC(=O)c2ccco2)cc1
 : 0.9	0.1	16.8	6.5	5.9	8.8	7.8	-10.6	8.1	0.5	-3.8
30	O=C(NCCc1nc2ccccc2[nH]1)c1ccc(Cl)c([N+](=O)[O-])c1
 : 9.0	10.3	16.0	4.9	0.0	6.8	-23.1	-5.7	12.8	24.6	-0.5
31	CNc1c2cccc(C)c2nc2c(C(=O)NCCN(C)C)cccc12
 : 96.6*	-38.6	61.7*	100.2*	-2.3	108.0*	95.1*	90.5*	73.8*	35.4	nt
32	Nc1nc(C2CCCCC2)cs1
 : -25.6	-4.6	-17.4	-7.8	-3.1	-27.4	13.7	2.3	-7.0	-17.1	5.6
33	CCN(c1ccccc1)S(=O)(=O)c1ccc(Cl)c(NC(=O)CN(C)Cc2cccc(F)c2)c1
 : 90.9*	-2.8	16.7	12.5	-0.6	20.5	10.8	9.5	20.8	22.5	nt
34	COc1ccc(S(=O)(=O)NCc2ccc3c(c2)OCO3)cc1C(=O)O
 : -10.6	-4.2	-0.2	0.6	-0.2	5.3	1.7	2.2	10.1	-9.1	1.4
35	CC(C)(C)OC(=O)NCCCC[C@H](NC(=O)c1nc[nH]c1C(=O)N1CCc2ccccc2C1)C(=O)OC(C)(C)C
 : -20.5	-5.1	7.9	13.5	0.7	32.9	6.4	4.4	16.0	-30.7	2.1
36	CCc1ccccc1N=C1SCC(=O)N1C
 : -5.9	4.3	11.7	-0.8	-1.0	11.2	7.5	-13.5	-5.7	-18.7	-1.0
37	C[C@H]1CN([C@@H](C)CO)C(=O)CCCn2nncc2CO[C@H]1CN(C)S(=O)(=O)c1ccc(-n2cccn2)cc1
 : -6.8	17.6	4.0	nt	0.5	-0.8	-37.7	-3.2	-20.2	-3.7	nt
38	Cc1ccc(-n2cc(-c3ccc([N+](=O)[O-])cc3)[nH]c2=S)c(C)c1
 : 13.5	12.3	-43.0	3.1	-1.0	-41.1	-10.4	-6.7	-3.5	-3.5	1.1
39	COc1ccc(NC(=O)c2cc(-c3ccccn3)nc3ccccc23)cc1S(=O)(=O)N(C)C
 : 33.4	5.8	-2.5	14.4	-1.3	61.3*	24.5	-4.8	30.4	1.2	5.3
40	O=C(N/N=C/c1cccc([N+](=O)[O-])c1)c1cc(-c2ccccc2)nc2ccccc12
 : 5.2	-25.0	7.5	7.8	-0.8	24.3	3.6	-8.2	21.1	-28.0	2.1

# Later entries:
# Values run as follows: Shn3 3UTR inh	KKLEB tox	HIF-2a inh	MITF TRPM1 inh	iPSC survival up	Peg3 promoter	CF NFkB inh	LMP1 NFkB inh	TRAIL sens C8	NR2E3 ag-1	NR2E3 ag-2
41	Cc1noc(C)c1C(=O)NC(C)c1ccc(Cl)cc1Cl (stereo unspecified)
 : -9.8	-7.1	7.4	-1.6	-0.5	12.2	-4.4	7.9	5.5	-38.0	-0.4
42	CCCN1C(=O)c2ccc(C(=O)Nc3cc(C)on3)cc2C1=O
 : -10.3	8.0	-7.4	-11.5	0.6	-9.5	-7.1	-0.6	-18.2	-9.0	-0.3
43	Cc1cc2c(c(=O)n1Cc1ccco1)C(c1ccccc1)C(C#N)=C(N)O2 (stereo unspecified)
 : -18.0	5.5	15.3	11.0	-0.2	11.8	20.0	2.9	7.4	12.3	2.1
44	COc1ccccc1CNC(=O)C[n+]1ccccc1
 : 5.7	7.9	9.9	6.2	2.1	-2.0	-1.2	-1.5	-7.6	-3.2	-0.9
45	COC(=O)Nc1nc(-c2ccc(F)cc2)c(C)s1
 : -26.4	3.7	-176.9	-35.5	-0.5	-118.8	-27.0	-3.1	15.2	-12.8	0.3
46	CN(CCc1ccccn1)C(=O)Nc1ccc(C(C)(C)C)cc1
 : -42.1	-7.9	-36.3	-19.9	1.4	-47.0	6.5	-2.5	0.4	3.8	4.1
47	Clc1ccccc1-c1nnc(-c2ccc3c(c2)OCO3)o1
 : -53.7	-21.5	-229.8	-74.4	-1.5	-189.4	-28.6	-49.4	55.9*	-118.4	0.5
48	NC(N)=NCc1cccc(I)c1
 : 27.1	2.9	-3.0	-8.7	-1.7	1.7	3.2	4.0	-1.1	1.6	-3.4
49	CC(C)Cn1c(N)c(C=O)c(=O)[nH]c1=O
 : -10.8	2.0	15.1	-6.2	1.0	12.8	12.4	4.3	-1.6	-2.4	0.1
50	O=C(CCCN1C(=O)/C(=C/c2ccccc2Cl)SC1=S)NNC(=O)c1cccnc1
 : 9.3	-6.0	84.2*	16.6	-0.6	22.8	-3.4	-21.4	11.9	59.5	-1.2
51	Cc1ccc(CNC(=O)C(=O)c2cn(CC(=O)N3CCOCC3)c3ccccc23)cc1
 : -37.4	6.0	-90.8	-28.4	-0.5	-69.4	-21.9	-2.2	6.8	-37.8	2.1
52	COc1ccc(NC(=O)N(C)C[C@H]2Oc3c(NS(=O)(=O)c4cccs4)cccc3C(=O)N([C@@H](C)CO)C[C@@H]2C)cc1
 : -66.5	-6.3	6.4	7.4	-1.0	-19.3	24.2	1.6	14.6	-27.4	nt

# Bioassay records (PubChem)

# Some of the compounds tested; count on the stated rates, not on these rows.
